CHO-K1 Ca PAM: nonselective activator or artifact in parental CHO-K1 calcium assay; ATP EC20, Fluo-8 calcium fluorescence; 0% at ATP EC20, 100% at ATP max; activation, % at 3 µM; 0.02% of 360,000 active;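 active means activation above the run cutoff, the mean activation of all test compounds plus 3 SD, cut at about 40% in these data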;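 further: peak over basal fluorescence ratio in a 140 s read after ATP addition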
CHO parental Ca: counter-screen for OX1R antagonists: effect in parental CHO cells; parental CHO-K1, ATP-induced calcium, Fluo-8 fluorescence; inhibition, % at 5.6 µM; 0.63% of 330,000 active;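 active means inhibition above that plate's mean sample inhibition plus 3 SD, cut at about 26% in these data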;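 further: 0% = ATP-challenged DMSO wells and 100% = DMSO wells without ATP; some compounds past the cut are filed as inactive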
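Test system: parental CHO cells; detection: calcium-sensitive Fluo-8 fluorescence; evaluation: percent inhibition of calcium signal; also added: ATP as calcium-mobilizing challenge; repeats: one well per compound; control set: ATP-challenged DMSO wells low, unchallenged DMSO wells high; compound: single nominal dose of 5.6 µM per compound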
TAAR1 agonist: human TAAR1 agonism; Q96RJ0; CHO RD-HGA16 TAAR1, Fluo-8 calcium fluorescence; vehicle wells 0%, saturating PEA agonist 100%; activation, % at 3 µM; 0.99% of 360,000 active; AID 624467;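 active means activation above the mean activation of all test compounds in the run plus 3 SD, cut at about 38% in these data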
Target sequence (Q96RJ0 whole entry, looked up): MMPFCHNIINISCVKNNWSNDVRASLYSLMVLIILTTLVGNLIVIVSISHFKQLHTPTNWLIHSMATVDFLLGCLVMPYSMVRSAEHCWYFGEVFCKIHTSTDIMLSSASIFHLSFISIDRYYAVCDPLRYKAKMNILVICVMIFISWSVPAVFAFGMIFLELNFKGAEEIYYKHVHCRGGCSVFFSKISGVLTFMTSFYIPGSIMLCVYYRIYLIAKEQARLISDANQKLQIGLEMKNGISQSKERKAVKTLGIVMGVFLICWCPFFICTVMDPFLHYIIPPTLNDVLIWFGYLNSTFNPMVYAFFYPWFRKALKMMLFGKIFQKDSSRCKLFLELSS
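Repeats: no replicates (n 1) | Material: CHO-derived RD-HGA16 cells with stable Gα16 and human TAAR1 | Technique: Kinetic Fluo-8 calcium fluorescence | Schedule: 17-24 h seeding, 75 min 37 °C dye, 30 min RT | Evaluation: % activation from peak over basal fluorescence ratio, DMSO-to-PEA scaled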
TAAR1 antag: human TAAR1 antagonism. Q96RJ0. CHO RD-HGA16 TAAR1, Fluo-8 calcium fluorescence, antagonist. inhibition, % at 3 µM. 1.5% of 360,000 active. AID 624466;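 active means inhibition above a per-plate cutoff, the mean inhibition of test compounds on that plate plus 3 SD, cut at about 49% in these data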;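 further: 0% = DMSO plus EC80 beta-PEA response and 100% = DMSO alone without agonist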
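Test system – hTAAR1-expressing CHO RD-HGA16 cells, Gα16-coupled · Reagent – β-PEA at EC80 concentration, post-compound challenge · Compound dosing – 3 µM, single point · Timing – 140 s kinetic read after compound, 140 s after agonist · Detection – Fluo-8 intracellular calcium dye fluorescence, real-time kinetic reads · Control set – DMSO and EC80 PEA controls · Repeats – n of 1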
CHO-K1 Ca antag: counter-screen for M1 antagonists: effect in parental CHO-K1 cells; ATP-induced calcium, Fluo-8 fluorescence; inhibition, % at 3 µM; 0.6% of 360,000 active;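 active means inhibition above a per-plate cutoff, the plate's mean sample inhibition plus 3 SD, cut at about 24% in these data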;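 further: 0% = DMSO plus EC80 ATP and 100% = DMSO alone without ATP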
M1 ag parental: counter-screen for M1 agonists: effect in parental CHO-K1 cells; activation, % at 3 µM; Fluo-8 calcium fluorescence; scaled to maximal ATP response, vehicle zero; 0.48% of 360,000 active; in the data active means activation above about 15%;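 further: untransfected CHO-K1 host cells lacking M1 receptor as counterscreen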
M1 ag: human M1 muscarinic receptor agonism; P11229; CHO-K1 hM1, Fluo-8 calcium fluorescence, agonist mode; 0% DMSO, 100% acetylcholine EC100; activation, % at 3 µM; 0.33% of 360,000 active; AID 588814;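 active means activation above the run's mean compound activation plus 3 SD, cut at about 16% in these data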;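 further: peak over basal fluorescence ratio within a 140 s kinetic read after compound addition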
Target sequence (P11229 whole entry, looked up): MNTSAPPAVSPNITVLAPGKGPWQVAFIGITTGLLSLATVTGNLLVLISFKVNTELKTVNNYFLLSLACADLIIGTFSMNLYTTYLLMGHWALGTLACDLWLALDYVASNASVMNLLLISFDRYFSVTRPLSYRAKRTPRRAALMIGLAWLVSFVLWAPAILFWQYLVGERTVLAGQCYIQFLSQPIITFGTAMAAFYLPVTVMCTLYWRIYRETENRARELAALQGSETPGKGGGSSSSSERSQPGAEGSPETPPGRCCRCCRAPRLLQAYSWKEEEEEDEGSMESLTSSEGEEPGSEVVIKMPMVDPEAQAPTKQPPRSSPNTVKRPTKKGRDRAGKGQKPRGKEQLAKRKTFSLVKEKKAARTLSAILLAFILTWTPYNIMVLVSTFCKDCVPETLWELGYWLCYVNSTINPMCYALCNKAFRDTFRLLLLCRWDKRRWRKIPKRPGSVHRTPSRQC
OXTR potentiator: potentiators of human oxytocin receptor; P30559; CHO-OTR cells, Fluo-8 calcium fluorescence, potentiator mode; 0% = oxytocin EC15, 100% = EC100; activation, % at 3 µM; 0.061% of 320,000 active; AID 2445;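 active means activation above that plate's cutoff, the mean activation of tested compounds plus 3 SD, cut at about 6.6% in these data, passing the limit was not always enough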;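 further: 100% uses oxytocin at 75 nM as the full agonist control; some results filed as inactive read as strong as hits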
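Measured by – Fluo-8 calcium dye fluorescence · Test system – human OTR in CHO cells · Dosing – one concentration, 3.0 µM compound · Controls – EC15 oxytocin alone as 0%, 75 nM oxytocin as 100% · Evaluation – normalized max/min fluorescence ratio, % activation · Timing – 6 min pre-incubation, 100 s read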
M1 antag: human CHRM1 antagonism; P11229; inhibition, % at 3 µM; AID 588852; 1.3% of 360,000 active; CHO-K1 hM1, Fluo-8 calcium fluorescence, ACh EC80 antagonist;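 active means percent inhibition above its own plate's cutoff, namely the mean of that plate's compound wells plus 3 SD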;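 further: peak over basal fluorescence ratio during 140 s after agonist addition; 0% = ACh EC80 plus DMSO and 100% = DMSO alone without agonist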
The depositor's hits bear a star; . = not tested or not shown. An unsorted share of the library; 4.2% or so of the library scored in one or more.

SMILES	CHO-K1 Ca PAM	CHO parental Ca	TAAR1 agonist	TAAR1 antag	CHO-K1 Ca antag	M1 ag parental	M1 ag	OXTR potentiator	M1 antag
CC1CC(=O)N(c2ccc(NCCc3ccccc3)c([N+](=O)[O-])c2)C1=O (stereo not drawn)	26	0	12	-28	-15	6.3	1	-5	-17
CC1CCCC(C)N1C(=O)COC(=O)c1c[nH]c2ccccc12 (stereo not drawn)	6	-8	1	7	-7	1.9	-2	-5	1
Cc1ccc2nc(NC(=O)Cn3cc4c(n3)CCCCC4)sc2c1	1	-10	-2	-24	10	-0.3	-2	-6	-13
COc1ccc(C2N(c3ccccc3)C(=S)N3CCCN23)cc1 (stereo not drawn)	19	-3	2	-9	-4	0.2	-9	3	32
COc1cc(/C=N/NC(=O)c2cc3c(ccc4ccccc43)o2)cc(OC)c1O	11	-9	9	33	-1	6.0	-1	-4	10
O=C1c2ccccc2C(c2nc3ccccc3[nH]2)N1c1ccccn1 (stereo not drawn)	20	.	2	-2	-18	1.2	-3	.	-23
COc1cc(/C=N/NC(=O)c2ccc(-c3ccccc3)cc2)cc(OC)c1OC	17	-15	5	42	4	5.2	-10	-9	13
COc1ccc(-c2nnc(N(C)C(=O)c3ccco3)s2)cc1OC	0	-3	0	-4	-1	0.0	0	2	-6
COc1cc(C2SCC(=O)N2Cc2ccccc2)ccc1O (stereo not drawn)	9	-3	0	11	-12	3.0	-5	-13	-8
O=C(O)C1C2OC3C(OC(=O)C31)C2Br (stereo not drawn)	6	.	1	6	-11	0.5	-3	.	-12
Cc1ccc(NC(=O)CCOc2ccccc2C)cc1F	10	5	5	-3	-17	3.9	-3	-13	-5
C=CCNc1nc(-c2sc(NC(=O)C(C)(C)C)nc2C)c(-n2cc(-c3ccccc3)nn2)s1	12	.	7	61*	-2	11	.	.	.
Cc1c(C(=O)NCc2ccc(C(C)C)cc2)sc(=O)n1Cc1ccc(S(=O)(=O)N(C)C)cc1	-1	.	10	38	9	7.5	0	.	34*
COC(=O)C[C@H]1C[C@@H]2c3cc(NS(=O)(=O)c4cccc(OC)c4)ccc3O[C@@H]2[C@@H](CO)O1	11	.	2	21	-9	2.5	0	.	-3
O=C(COC(=O)CCNS(=O)(=O)c1ccccc1)Nc1ccc(OC(F)F)cc1	-5	-12	4	8	-3	1.2	2	-2	-8
CCOC(=O)c1ccc(-n2nc(C)cc2C)cc1	7	-3	-2	-11	0	0.0	-7	-2	-10
COc1ccc(OC)c2nc(-c3ccncc3)ccc12	3	-4	-1	-7	-18	-0.2	-7	-7	-4
Cc1ccc(S(=O)(=O)NCC(=O)Nc2ccc3c(c2)OCO3)cc1	-5	-18	5	-3	-5	1.1	-4	-3	7
C=CCOCC(O)Cn1c(N2CCCC2)nc2c1c(=O)n(C)c(=O)n2C (stereo not drawn)	1	.	0	16	-8	0.8	-3	.	-12
COc1cccc(-c2cc(NC(C)=O)c3ncc(-c4ccc(OC)c(OC)c4)n3c2)c1	3	.	3	26	-4	1.5	-3	.	-4
CN1C(=O)N(C)C2(C)CC1(C)N(C)C(=O)N2C	17	3	11	-8	-15	1.7	-4	-2	-9
CCn1nc(C)c([N+](=O)[O-])c1C(=O)NNC(=O)c1ccccc1Cl	-14	-14	6	-43	6	-0.4	-1	4	0
Cc1nc(-c2cnn(-c3ccccc3)c2)c2cc(C)oc2n1	7	-15	1	-1	4	1.3	-4	-18	-2
Cc1cc(C(=O)N/N=C\c2cc(C(C)(C)C)ccc2O)n[nH]1	-8	-11	.	.	-4	1.1	-4	-6	-8
CS(=O)(=O)c1ccc(C(=O)N(Cc2ccccc2)c2ccccc2)cc1	12	-12	5	3	-20	2.0	-7	-5	-9

Structural class, those above containing an NH in an aromatic ring.
SMILES	CHO-K1 Ca PAM	CHO parental Ca	TAAR1 agonist	TAAR1 antag	CHO-K1 Ca antag	M1 ag parental	M1 ag	OXTR potentiator	M1 antag
CC1CCCC(C)N1C(=O)COC(=O)c1c[nH]c2ccccc12 (stereo not drawn)	6	-8	1	7	-7	1.9	-2	-5	1
O=C1c2ccccc2C(c2nc3ccccc3[nH]2)N1c1ccccn1 (stereo not drawn)	20	.	2	-2	-18	1.2	-3	.	-23
Cc1cc(C(=O)N/N=C\c2cc(C(C)(C)C)ccc2O)n[nH]1	-8	-11	.	.	-4	1.1	-4	-6	-8

The listing picks up; the 4 compounds before the break are reprinted first.
SMILES	CHO-K1 Ca PAM	CHO parental Ca	TAAR1 agonist	TAAR1 antag	CHO-K1 Ca antag	M1 ag parental	M1 ag	OXTR potentiator	M1 antag
CCn1nc(C)c([N+](=O)[O-])c1C(=O)NNC(=O)c1ccccc1Cl	-14	-14	6	-43	6	-0.4	-1	4	0
Cc1nc(-c2cnn(-c3ccccc3)c2)c2cc(C)oc2n1	7	-15	1	-1	4	1.3	-4	-18	-2
Cc1cc(C(=O)N/N=C\c2cc(C(C)(C)C)ccc2O)n[nH]1	-8	-11	.	.	-4	1.1	-4	-6	-8
CS(=O)(=O)c1ccc(C(=O)N(Cc2ccccc2)c2ccccc2)cc1	12	-12	5	3	-20	2.0	-7	-5	-9
CCCCOC(=O)Cn1c(=N)n(CCC)c2ccccc21	9	-9	2	-26	-7	0.6	-9	-15	-24
COc1cc(OC)cc(C(=O)n2nc(C)cc2C)c1	14	-8	23	-17	-34	0.4	-3	-1	-15
Clc1cccc(CN2CCN(c3ncccn3)CC2)c1Cl	14	1	1	-14	-8	0.8	-5	2	-10
CC1=C(C)SC(=C(C#N)c2nnc(N3CCOCC3)n2-c2ccccc2)S1	.	-9	11	-26	.	.	.	0	.
Cc1ccnc(NC(=O)c2ccc(Cl)c(NC(=O)C(C)Oc3ccccc3)c2)c1 (stereo not drawn)	19	-25	2	-1	-4	0.7	-13	-16	3
Cc1cccc(NC(=O)CNC(=O)Cc2ccc3c(c2)OCCO3)c1C	14	-13	3	-14	-13	0.3	-2	-6	-4
O=C(NC(CO)(CO)CO)c1coc(=O)c(Br)c1	9	8	13	-1	1	0.8	-3	-4	0
O=C1NC[C@H](CCCCN2C[C@H](Cc3ccc(O)cc3)N(Cc3ccccc3)C(=O)C2=O)N(CC2CCCCC2)C1=O	-15	.	2	-15	7	0.4	.	.	.
CC(C)(C)NC(=O)CSc1nc(O)cc(=O)n1-c1ccccc1F	2	6	11	3	-14	2.2	1	-9	6
CC(C)c1cc(CN2C(C)COCC2C)cc(C(C)C)c1O (stereo not drawn)	3	.	5	-6	-14	0.0	-5	.	-4
CC(C)[C@H](NC(=O)c1ccco1)C(=O)Nc1ccc(OC(F)F)cc1	-21	-6	4	-12	-5	0.9	-5	-13	3
COc1ccc(OC)c(CN2CCN(C(=O)c3cccc4ccccc34)CC2)c1	11	-12	4	6	-6	1.7	-1	-10	-1
COc1ccccc1C1CC(c2ccc(Cl)cc2)Nc2ncnn21 (stereo not drawn)	25	6	18	4	-11	2.9	-4	-17	-32
CN(C)c1cccc(C(=O)Nc2cccc(F)c2)c1	21	-16	11	-1	-11	0.5	-5	-6	-36
COc1ccc2c(c1O)Cc1ccccc1C2=O	14	-10	.	.	-8	0.1	-3	0	-2
CCCCn1nc2cc(C(=O)NCc3cc(C(F)(F)F)cc(C(F)(F)F)c3)ccc2c1OC	16	-5	2	25	-14	0.4	-8	-3	-6
Cc1ccc(CNCCCSc2ncccn2)cc1	9	-19	8	-15	-4	2.9	-7	-6	-1
COc1ccc(C(=O)NN2C(=O)C3CCC(C)(C2=O)C3(C)C)cc1 (stereo not drawn)	19	-1	10	-8	-20	0.6	-4	-8	-16
CCn1cc(C(C)NC(=O)Nc2ccc3c(c2)OCO3)c(C)n1 (stereo not drawn)	-7	3	4	7	-2	0.0	-3	-3	6
O=C(c1nc2ccc(Cl)cn2c1CN1CCCC(CO)C1)N1CCc2ccccc2C1 (stereo not drawn)	8	-16	1	-27	-11	1.2	-6	-4	-5
O=C(Nc1sc2c(c1C(=O)O)CCC2)c1ccco1	17	7	0	-4	-2	0.9	-6	-3	-1
CSCCC(NC(=O)c1ccc([N+](=O)[O-])cc1Cl)C(=O)OCC(=O)NC(=O)CN1CCCC1=O (stereo not drawn)	14	-8	0	-3	-6	1.1	-4	-10	-8
O=C(CSc1nc(-c2ccc(F)cc2)cc(C(F)(F)F)n1)Nc1ccc2c(c1)OCO2	25	0	-1	-26	-9	0.7	-5	-1	-8
CCOC(=O)[C@H]1[C@H]2COc3ccc(C)cc3[C@@H]2N2C(=O)c3ccc(F)cc3NC(=O)[C@@]12C	6	-7	1	12	-12	-0.6	-7	-3	-17
COc1ccc(-n2nc(C(=O)NCC(=O)NCc3ccco3)c3ccccc3c2=O)c(OC)c1	5	-7	11	-4	-9	0.0	0	-7	-6
O=c1c2ccccc2nc(SCc2nnc(-c3ccccc3Br)o2)n1Cc1ccco1	18	-13	-1	15	-3	1.6	-7	0	3
COc1c(C(=O)NNC(=O)c2ccccc2)csc1Br	20	-12	5	-16	-13	1.7	-3	4	-11
CCCNCC(=O)Nc1sc2c(c1C(=O)Nc1c(C)n(C)n(-c3ccccc3)c1=O)CCCC2	8	.	0	-17	2	0.0	-7	.	-16

Single values from the entries so far:
CN(C)c1cccc(C(=O)Nc2cccc(F)c2)c1 in M1 ag parental → 0.5
Clc1cccc(CN2CCN(c3ncccn3)CC2)c1Cl in CHO parental Ca → 1

From PubChem
